TGFb SMAD3 inh: TGF-b pathway inhibition | AID 588855 | hit rate 1.2% among 410,000 | Potency, µM (doses to about 46.1 µM), without a hit: at the highest dose activity, negative = inhibition, actives largely listed as inhibitors | HepG2 CAGA-GFP TGF-b/SMAD3 reporter, GFP fluorescence, 18 h; TGF-beta stimulated, 500 pg/mL final; further: potency means the concentration at half of the fitted maximal effect; on the % scale 0 is the no-effect control and ±100 the full control effect; nearly all actives have a fitted effect of over 65% in size
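HEPG2 CAGA-GFP cells (1000/well, DMEM with 1% FBS) were pre-incubated 2 h at 37 degrees C, given compound by pin tool, then stimulated with TGF-beta at 500 pg/mL final for 18 h before per-cell GFP fluorescence imaging.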
S2 tox: cell viability loss in ATXN counter-screen; hit rate 0.49% among 400,000; Potency, µM (doses to about 56.7 µM), hits mostly cytotoxic; S2 cells (HEK-293 line with an ATXN2-luciferase reporter) viability, CellTiter-Fluor protease fluorescence, 24 h; further: potency means the concentration at half of the fitted maximal effect; nearly all actives have a fitted effect of over 40% in size
HepG2 viability: HepG2 cytotoxicity, counter-screen for TGF-b inhibitors; Potency, µM (top dose mostly 46.1 µM), for inactives: at the highest dose activity change, negative = cytotoxicity, actives largely listed as cytotoxic; AID 588856; hit rate 0.76% among 410,000; HepG2 CAGA-GFP viability, ATP luminescence, 18 h; further: potency means the concentration at half of the fitted maximal effect; some results filed as inactive show a strong effect at the top dose
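HepG2 CAGA-GFP cells (1000/well, DMEM with 1% FBS) received compound, then TGF-beta at 500 pg/mL final, and were incubated 18 hours at 37 degrees C. Viability was read by CellTiter-Glo luminescence. Media-only wells were set as complete cell-killing and DMSO as no toxicity.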
Nrf2 activator: Nrf2 pathway activation; AID 624171; AREc32 ARE-luciferase reporter (MCF7-derived line), luminescence, 24 h; Potency, µM (titrated, usually from 46.1 µM), for the others: top-dose activation, usual class: activators; hit rate 0.31% among 410,000; further: potency means the concentration at half of the fitted maximal effect; % of control where 0% means no effect; nearly all actives have a fitted effect of over 65% in size
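AREc32_Fluc, 1000 cells/well, OPTI-MEM + 5% FBS, o/n 37 deg C 5% CO2; 23 nL cpd by pin tool, 24 hr; Steady-Glo 30 min RT, luminescence.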
A549 viability: counter-screen for Nrf2 inhibitors: cytotoxicity in A549 cells. AID 504648. hit rate 0.16% among 390,000. A549 ARE-Fluc cells, CellTiter-Fluor viability, 18-24 h. Potency, µM (doses to about 46 µM), without a hit: at the top dose activity change, negative = cytotoxicity, actives largely listed as inhibitors; further: potency means the concentration at half of the fitted maximal effect; on the % scale 0 is the no-effect control and ±100 the full control effect
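A549 ARE_Fluc cells in 5% FBS OPTI-MEM were exposed to compounds in concentration-response for 18-24 h at 37 deg C. Viability was read by CellTiter-Fluor fluorescence (Ex 405/Em 525) after 30 min, before the luciferase read.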
ATXN2 expr inh: reduces ATXN2 reporter expression in HEK-293 cells. AID 1745845. hit rate 0.72% among 360,000. Potency, µM (doses to about 57 µM), for the others: at the top dose activity change, negative = inhibition, hits mostly inhibitors. HEK-293 ATXN2-luciferase reporter, luminescence, 24 h; further: potency means the concentration at half of the fitted maximal effect; on the % scale 0 is the no-effect control and ±100 the full control effect; nearly all actives have a fitted effect of over 55% in size
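qHTS (up to 57 uM final) was run with 24 h compound exposure of reporter cells at 37 °C. Each well was multiplexed: SteadyGlo luminescence measured ATXN2-luciferase expression after a fluorogenic Gly-Phe-AFC viability readout (25 uM final).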
Nrf2 inh: Nrf2 pathway inhibition; A549 ARE-Fluc reporter, luciferase luminescence, 18-24 h; Potency, µM (titrated, usually from 46 µM), inactives show at the highest dose activity change, negative = inhibition, usual class: inhibitors; hit rate 2.1% among 360,000; further: potency means the concentration at half of the fitted maximal effect; on the % scale 0 is the no-effect control and ±100 the full control effect; nearly all actives have a fitted effect of over 60% in size
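Cells were seeded and rested 2 h, then exposed to compounds for 18-24 h. CellTiter-Fluor was read first as a viability measure. BugLite was added 15 min before the final luminescent read of ARE-luciferase activity in A549 cells.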
MCF10A rereplic: induces DNA re-replication in MCF 10a normal breast cells; hit rate 2.9% among 350,000; Potency, µM (titrated, usually from 46.1 µM), inactives show at the highest dose activity, positive = re-replication, actives largely listed as activators; MCF 10A DNA re-replication, Hoechst nuclear intensity, 48 h; further: potency means the concentration at half of the fitted maximal effect; % of control where 0% means no effect; nearly all actives have a fitted effect of over 50% in size
IL1B secr inh: blocks inflammasome-driven IL-1 beta release | THP-1 LPS/ATP IL-1B secretion, AlphaLISA, 16 h; stronger effect = lower value | activity change, % at 57.5 µM | hit rate 4.7% among 360,000; in the data active means activity change below about -50%; inconclusive means mostly about -30% to -49%; further: on the % scale 0 is the no-effect control and ±100 the full control effect
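THP-1 cells pretreated 1 hr with compounds (up to 57.5 uM final), then stimulated with LPS (250 ng/mL final) plus ATP (1.25 mM final); secreted IL-1B measured by AlphaLISA after 16 hr, decreased signal indicating inhibition.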
The depositor's hits bear a star; i = inactive; ? = inconclusive; nt = not tested or not shown; & = joins results of further samples; [ ] = another dose, or the depositor's remark. Unless noted, the call rests on the fitted dose curve; in most records, active means well fitted curve in the direction sought with a large enough effect; inconclusive means small, poorly fitted or top-dose-only effect, or another doubt; inactive means no such curve, though single readings can be large; an effect the other way counts as inactive or inconclusive.

SMILES	TGFb SMAD3 inh	S2 tox	HepG2 viability	Nrf2 activator	A549 viability	ATXN2 expr inh	Nrf2 inh	MCF10A rereplic	IL1B secr inh
O=C(NCCN1CCN(S(=O)(=O)c2ccc([N+](=O)[O-])cc2)CC1)C(=O)Nc1ccccc1	-25%	i	-16%	-0.4%	1%	-5%	3%	0%	17
COc1ccccc1N1CCN(C(=O)Cn2ncc3c(=O)oc4ccc(C)cc4c32)CC1	-7%	nt	-21%	-1.6%	9%	nt	12%	nt	nt
COc1ccc(F)cc1-c1cc(NC(C)=O)c2ncc(-c3cc(OC)c(OC)c(OC)c3)n2c1	-6%	?	-10%	4.1%	nt	-5%	nt	nt	39
CCCCNC(=O)CNC(=O)c1nn(-c2ccc(OC)c(Cl)c2)c(=O)c2ccccc12	9%	i	-6%	-0.1%	4%	nt	-19%	4%	14
CC(Oc1ccccc1)C(=O)Nc1cccc(-c2nc3ccccc3[nH]2)c1 (stereo not given)	-3%	i	-20%	5.2%	-15%	13%	nt	17%	10
O=C(/C=C/c1ccc(Cl)cc1)NC1CC2CCC1C2 (stereo not given)	-7%	i	-1%	4.0%	0%	4%[11.3 µM]	?	1%	-99*
COc1ccc(C(=O)N2CCC(C(N)=O)CC2)cc1S(=O)(=O)N1CCCC1	15%	i	4%	-0.3%	-4%	-2%	4%	-1%	9
CC(C)NC(=O)C1(C)Cc2c(-c3ccc(N(C)C)cc3)ccnc2O1 (stereo not given)	-21%	i	-10%	2.6%	nt	-17%	nt	nt	8
COc1ccc(C2C3=C(CC(C)(C)CC3=O)N(CCN3CCOCC3)C3=C2C(=O)CC(C)(C)C3)cc1	-6%	i	3%	-0.2%	-16%	-9%	-19%	-13%	-2
O=C(COC(=O)/C=C/c1cccs1)Nc1ccc(Cl)cc1F	-17%	i	-34%	20%	2%	-15%	-7%	-2%	-2
CCN(CC)CCN1C(=O)C(O)=C(C(C)=O)C1c1ccccc1[N+](=O)[O-] (stereo not given)	-5%	i	4%	0.5%	-10%	28%	3%	21µM*	17
CCC(=O)N1c2ccc(S(=O)(=O)N3CCN(c4ccc([N+](=O)[O-])cc4)CC3)cc2CC1C (stereo not given)	?	i	-36%	0.4%	6%	nt	?	-3%	5
CN(Cc1ccccc1)C(=O)c1cc2ccccc2o1	-1%	i	-20%	0.7%	-6%	36%[activator]	?	2%	0
CC(C)[C@H](NS(=O)(=O)c1ccccc1)C(=O)OCC(=O)Nc1ccc2c(c1)OCO2	12%	i	0%	-0.1%	1%	0%	-13%	-8%	-15
O=C(NC1CS(=O)(=O)CC1NCc1ccccc1)c1ccccc1 (stereo not given)	7%	i	-11%	-0.7%	-1%	3%	10%	6%	12
CC(C)c1ccccc1NC(=S)NCc1ccncc1	?	i	-19%	-0.2%	0%	1%	-2%	7%	2
Cc1ccc(Cl)cc1N1CCN(C(=O)C2CCN(S(C)(=O)=O)CC2)CC1	-12%	i	-20%	-0.3%[9.22 µM]	15%	-25%	-16%	5%	0
O=C(O)COc1ccccc1/C=N/NC(=O)c1cccc(S(=O)(=O)Nc2cccc(Cl)c2)c1	4%	i	5%	4.0%	-1%	-5%	4%	-1%	12
O=S(=O)(c1ccc(Cl)nc1)N(Cc1ccccc1)Cc1ccccc1	-2%	i	2%	0.0%	-2%	5%	5%	?	-5
COc1cccc(CNC(=O)[C@H](C)NC(=O)C2CCN(S(=O)(=O)c3ccccc3)CC2)c1	10%	i	3%	0.3%	1%	-1%	13%	2%	32
CCN(C(=O)COC(=O)CCOc1ccccc1C)c1c(N)n(Cc2ccccc2)c(=O)[nH]c1=O	-1%	i	-20%	-0.9%	7%	1%	-8%	-4%	-13
O=C(/C=C/c1ccco1)Nc1cccc(-c2nc3ccccc3[nH]2)c1	-20%	i	-33%	19%	10%	18%	?	?	?
Cc1ccc(NC(=O)C[n+]2cc(-c3ccccc3)n3c2CCC3)cc1	9%	i	2%	1.8%	0%	nt	18%	7%	0
CS(=O)(=O)Nc1ccc([N+](=O)[O-])cc1Oc1ccccc1	-4%&-13%	?	5%&-5%	0.4%	-9%&-4%	?	?	4%	nt
COc1ccc(N(C(=O)c2ccc3c(c2)OCO3)C2C=CS(=O)(=O)C2)c(OC)c1 (stereo not given)	11%	i	25%	-0.4%	3%	10%	17%	-1%	0
CC(C)CN(Cc1cc(=O)oc2cc3c(cc12)CCCC3)CC(C)C	2%	i	28%	-0.2%	27%	nt	20%	6%	2
CCOc1ccc(CCNC(=O)c2cc(=O)[nH]c3ccc(S(=O)(=O)N(CC)CC)cc23)cc1OCC	5%	i	13%	-1.0%	-1%	-4%	9%	8%	0
O=C(Nc1ccccn1)c1ccc(Br)c(S(=O)(=O)N2CCCCC2)c1	0%	i	-22%	-0.4%	-1%	-1%	-3%	14%	-2
COc1ccc(C(=O)N/C(=C\c2cn(C)c3ccccc23)C(=O)N2CCOCC2)cc1OC	4%	i	2%	0.1%	-3%	14%	-8%	13%	-2
Cc1ccc2cccc(OC(=O)c3ccc4c(c3)OCCO4)c2n1	-5%	i	1%	-0.2%	-11%	6%	-2%	?	14
CCOc1ccc(CCNC(=O)CSCC(=O)Nc2cccc(C)c2)cc1OCC	-12%	i	-13%	-0.6%	0%	6%	-4%	4%	-5
CN(C)CCNC(=S)Nc1ccc(Br)cc1	-18%	i	-2%	0.2%	0%	8%	4%	4%	-7
CCN(CC(=O)Nc1c(F)cccc1F)C(=O)CCCNC(=O)c1ccc(Cl)cc1	14%	i	-5%	0.3%	-2%	-6%	8%	-2%	13
Cc1cccc(C)c1NC(=O)CS(=O)CC(=O)NCCCc1ccccc1 (stereo not given)	?	i	-1%	-0.5%	-1%	-8%	9%	5%	?
Fc1cc(Cl)c(OCc2noc(-c3ccsc3)n2)c(Cl)c1	-9%	i	-6%	21%	-10%	nt	-18%	0%	13
CC(=O)Nc1cc2c(=O)n(Cc3ccccc3)c(C)nc2cc1N1CCOCC1	2%	i	-10%	2.4%	9%	30%	12%	-25%	0
CC(=O)N1CCN(CC(=O)Nc2ccc([N+](=O)[O-])cc2Br)CC1	-24%	i	-29%	0.1%	1%	1%	?	0%	86
CCc1cc2c(SCC(=O)Nc3ccc(Cl)cn3)ncnc2s1	-5%	i	4%	2.9%	-5%	-12%	6%	14%	20
O=S1(=O)CC(N2CCCCC2)CN1Cc1cn(Cc2cccc(C(F)(F)F)c2)nn1 (stereo not given)	nt	i	nt	-0.2%	nt	8%	nt	nt	17
CCN1CCN(C(=O)Cn2c(-c3cccs3)cc3ccccc32)CC1	-9%	i	-4%	2.7%	11%	-5%	18%	nt	nt
Cc1ccc(C)c(-n2c(-c3cccnc3)n[nH]c2=S)c1	4%	i	4%	-0.1%	-1%	-4%	-1%	23%	5
COc1ccc(OC)c(-c2csc(N(C)C(=O)Cc3ccccc3)n2)c1	?	i	-1%	-0.3%	6%	7%	-23%	4%	?
Cc1cccc(CCNc2nc3ccc(C)cc3n3cnnc23)c1	3%	i	0%	0.2%	0%	79%[activator]	?	6%	3
COc1ccc(-c2cc(C(=O)Nc3c(C)n(C)n(-c4ccccc4)c3=O)c3ccccc3n2)c(OC)c1	-14%	?	-3%	-0.3%	0%	-5%	?	14%	-9
CCN(CC)C(=O)c1cnn(-c2ccccc2)c1NC(=O)c1cccc(F)c1	1%	i	1%	-0.3%	0%	2%	nt	1%	-3
COc1ccc(NC(=O)Cc2ccccc2)cc1	3%	i	-40%	2.3%	-1%	53%[activator]	21%	0%	1
CC1(c2ccccc2)NC(=O)N(CC(=O)NCc2ccc3c(c2)OCO3)C1=O (stereo not given)	1%	i	-12%	0.3%	1%	5%	9%	-5%	5
CC(NC(=S)NCCCN1CCOCC1)C1CC2CCC1C2 (stereo not given)	0%	i	-5%	-0.2%	3%	-17%	8%	4%	-2

For reference, some entries already given.
SMILES	TGFb SMAD3 inh	S2 tox	HepG2 viability	Nrf2 activator	A549 viability	ATXN2 expr inh	Nrf2 inh	MCF10A rereplic	IL1B secr inh
CC(=O)N1CCN(CC(=O)Nc2ccc([N+](=O)[O-])cc2Br)CC1	-24%	i	-29%	0.1%	1%	1%	?	0%	86
CCc1cc2c(SCC(=O)Nc3ccc(Cl)cn3)ncnc2s1	-5%	i	4%	2.9%	-5%	-12%	6%	14%	20
O=S1(=O)CC(N2CCCCC2)CN1Cc1cn(Cc2cccc(C(F)(F)F)c2)nn1 (stereo not given)	nt	i	nt	-0.2%	nt	8%	nt	nt	17
CCN1CCN(C(=O)Cn2c(-c3cccs3)cc3ccccc32)CC1	-9%	i	-4%	2.7%	11%	-5%	18%	nt	nt
Cc1ccc(C)c(-n2c(-c3cccnc3)n[nH]c2=S)c1	4%	i	4%	-0.1%	-1%	-4%	-1%	23%	5

Assay outcomes as filed in PubChem.
